High-throughput results deposited in PubChem BioAssay by several laboratories.
HSF-1 act: increases HSF-1 driven luciferase reporter signal; NIH3T3-HGL HSF-1 luciferase reporter, MG132, 8 h; 100% = twice DMSO control signal; activation, % at 9 µM; actives 1.7% (n = 300,000);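 active = mean replicate activation of at least 50% with a set share of replicates each reaching 50%; inconclusive = only one of those two conditions met; inactive = mean below 50% and too few replicates reaching it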;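 note: 0% = median of the neutral control wells and 100% = twice that signal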
GSK3beta inhib: human GSK3beta kinase inhibition. P49841. GST-GSK3beta kinase, ADP-Glo luminescence, 60 min; active compounds read low. activity score (negative = inhibition), % at 10 µM. actives 0.038% (n = 300,000). AID 2097;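 active = more than half of replicate wells score below -50%, meaning over 50% inhibition versus plate controls; inconclusive = some replicates but at most half score below -50%; inactive = no replicate scores below -50%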;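 note: 0% = median DMSO wells and -100% = median GW8510 positive control wells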
Target sequence (P49841 whole entry, looked up): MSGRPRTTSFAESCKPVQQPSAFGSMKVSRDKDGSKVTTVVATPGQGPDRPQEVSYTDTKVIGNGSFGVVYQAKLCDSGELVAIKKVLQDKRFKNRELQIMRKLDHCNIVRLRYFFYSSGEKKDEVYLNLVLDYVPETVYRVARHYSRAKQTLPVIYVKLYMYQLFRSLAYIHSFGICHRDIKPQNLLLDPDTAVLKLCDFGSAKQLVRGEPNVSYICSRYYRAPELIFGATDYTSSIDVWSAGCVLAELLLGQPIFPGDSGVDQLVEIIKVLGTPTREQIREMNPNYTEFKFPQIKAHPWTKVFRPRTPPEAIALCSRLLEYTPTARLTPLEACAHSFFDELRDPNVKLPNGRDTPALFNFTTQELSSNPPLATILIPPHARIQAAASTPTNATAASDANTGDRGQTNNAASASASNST
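Assay system: GST-fused GSK3beta enzyme, cell-free / Medium: Tris pH 7.5 buffer with MgCl2, DTT, BSA, heparin / Also added: peptide substrate plus 25 µM ATP (final) / Compound: 10 µM single point / Timing: kinase reaction with compound 60 min at room temperature / Detection: ADP-Glo luminescence / Benchmarks: DMSO neutral wells and GW8510 at 20 µM as positive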
AI-2 QS modul: modulates the Vibrio harveyi AI-2 quorum sensing system. Vibrio harveyi JMH597 AI-2 luminescence/OD600 ratio, 9 h; active compounds read low; strain lacks LuxN and CqsS sensors; 0 = neutral-control median. activity change, % at 7.5 µM. actives 0.4% (n = 300,000); in the data active = activity change below about -75%, passing the limit was not always enough; inconclusive = no clear call, values can overlap the other calls;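 note: luminescence divided by OD600 gain over 9 h not by final OD600 alone; inactives centre near 13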
KLF5 inhibitor: inhibitors of KLF5 expression; DLD-1 KLF5 promoter-luciferase reporter, luminescence; inhibition, % at 5 µM; actives 0.23% (n = 290,000);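 active = inhibition above a per-plate limit of that plate's mean compound inhibition plus 3 SD, cut at about 60% in these data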;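 note: 0% = DMSO wells and 100% = LY294002 at 200 µM; higher means less KLF5 promoter-driven luciferase light; inactives centre near -14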
PolyA inh: inhibitors of polyadenylation in S. cerevisiae | S. cerevisiae SKY197-pL101 polyadenylation reporter, beta-gal luminescence; efflux-impaired pdr1/pdr3 knockout yeast; score 100 = 6 SD above DMSO | calls only at 12 µM | AID 1875 | actives 0.02% (n = 300,000);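 active = lowest replicate activity score at least 50, where 100 means six control SD above control mean; inconclusive = lowest score under 50 but half or more replicates reach 50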;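 note: yeast exposed to compound for 9 h at 30 °C; higher score means more reporter readthrough which indicates perturbed polyadenylation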
IEC-6 tox: IEC-6 cytotoxicity, counter-screen for KLF5 inhibitors; luminescence viability; inhibition, % at 5 µM; actives 0.78% (n = 290,000); in the data active = inhibition above about 22%;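 note: 0% = plate median of test compound wells and 100% = cytotoxic reference compound wells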
aSyn UTR inh: MLPCN primary screen, SNCA 5' untranslated region. alpha-synuclein 5'UTR reporter, inhibitor activity. inhibition, % (tested at 7.5 µM). actives 0.82% (n = 300,000). AID 1813; in the data active = inhibition above about 60%; inconclusive = no clear call, values can overlap the other calls;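 note: H4 neuroglioblastoma cells stably carrying SNCA 5'UTR luciferase fusion; 0% = DMSO wells and 100% = positive control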
GSK3A inh: human GSK-3 alpha kinase inhibition | inhibition, % at 10 µM | ADP-Glo luminescence, 60 min | actives 0.1% (n = 320,000) | AID 2650;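 in the data active = inhibition above about 50%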;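 note: GST-tagged GSK-3 alpha with peptide substrate and 25 µM ATP; 0% = DMSO neutral wells and 100% = GW8510 positive control wells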
Target sequence (P49840 whole entry, looked up): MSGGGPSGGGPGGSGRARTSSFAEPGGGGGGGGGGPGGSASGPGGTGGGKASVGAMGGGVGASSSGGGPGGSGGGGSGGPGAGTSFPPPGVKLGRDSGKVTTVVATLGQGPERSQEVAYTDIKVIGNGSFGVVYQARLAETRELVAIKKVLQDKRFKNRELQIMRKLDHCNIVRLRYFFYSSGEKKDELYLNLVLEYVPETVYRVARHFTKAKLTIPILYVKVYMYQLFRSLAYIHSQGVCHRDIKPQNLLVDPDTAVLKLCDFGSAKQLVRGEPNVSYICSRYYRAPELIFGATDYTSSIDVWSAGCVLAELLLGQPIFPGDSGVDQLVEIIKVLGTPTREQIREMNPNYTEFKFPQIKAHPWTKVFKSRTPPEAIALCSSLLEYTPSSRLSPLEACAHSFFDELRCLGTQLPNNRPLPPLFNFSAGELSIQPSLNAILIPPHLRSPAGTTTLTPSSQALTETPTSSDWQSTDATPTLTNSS
HSF1 inhib: HSF1 inhibition | NIH3T3-HGL HSE-luciferase, MG132-induced, luminescence 8 h; active compounds read low | activity change, negative = inhibition, % at 7.5 µM (by protocol) | actives 0.77% (n = 300,000) | AID 2098;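 active = more than half of replicate wells show activity change below -50%, luminescence cut by over half; inconclusive = some wells, but at most half, below -50%; inactive = no replicate well below -50%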;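 note: luciferase reports HSF-1 transcriptional activity via heat shock element; 0% = median of DMSO wells and -100% = zero luminescence signal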
HSP90 inh: HSP90 refolding inhibition in rabbit reticulocyte lysate | luciferase refolding luminescence, 3 h | inhibition, % at 5.6 µM | actives 0.91% (n = 290,000);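 active = inhibition above the screen-wide mean plus 3 SD, computed separately per campaign, cut at about 16% in these data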;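 note: 0% = DMSO wells and 100% = 60 µM geldanamycin wells; inhibitors lower the luminescence because luciferase stays unfolded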
Numbers without * were called inactive; i = inactive; ? = inconclusive; . = no result given.

Screens in order: HSF-1 act	GSK3beta inhib	AI-2 QS modul	KLF5 inhibitor	PolyA inh	IEC-6 tox	aSyn UTR inh	GSK3A inh	HSF1 inhib	HSP90 inh
1) Cc1ccc(OC(=O)c2cc3ccccc3o2)cc1
    5.6	-8.0	?	-26.8	i	-0.4	10.0	-3.5	-5.6	2.2
2) CCOc1cc(CNCCO)c(Cl)cc1OCC(=O)NCCc1ccccc1
    26.2	0.3	26.1	11.5	i	-0.5	24.8	.	3.8	-0.1
3) O=C(c1c(Cl)nc2sccn12)N1CCCc2ccccc21
    2.2	0.6	11.7	-11.7	i	7.5	12.0	2.9	-7.7	0.6
4) O=C(c1ccc2c(c1)OCO2)N1CCc2ccccc2C1
    -0.8	-3.6	1.5	-77.9	i	0.4	-112.9	0.4	6.0	-0.2
5) CCC(C(=O)NC1CCCC1)N(C(=O)Cn1nnc(-c2cccs2)n1)c1cnc2ccccc2c1 (stereo unspecified)
    12.1	-0.9	0.1	-24.0	i	1.0	14.3	-1.1	4.0	1.5
6) Cc1cccc(Oc2coc3cc(OC(=O)c4cccs4)ccc3c2=O)c1
    59.0*	-0.1	-26.6	-8.4	i	1.9	-43.6	-0.5	29.2	0.6
7) CCC(C)NCCOCCOc1ccc(Br)cc1C (stereo unspecified)
    -2.4	-6.1	7.0	-27.7	i	2.3	-12.6	-0.7	-3.8	-1.2
8) O=C(COCc1cc(-c2ccc3c(c2)OCO3)on1)Nc1cccnc1Cl
    -7.3	-4.0	-3.1	9.7	i	-3.2	-24.3	1.7	-6.3	-0.3
9) CCN(c1ccccc1)S(=O)(=O)c1ccc(C(=O)Nc2ccncc2)cc1
    -0.3	-2.2	11.2	.	i	.	-28.9	-1.1	-1.7	.
10) CC1CCN(CCNC(=O)c2ccc(NC(=O)C3CCCO3)cc2)CC1 (stereo unspecified)
    -21.5	-0.5	10.2	3.5	i	-1.2	7.3	-2.1	-14.7	0.5
11) COc1ccc(Cn2nnnc2CN(CCCN2CCOCC2)Cc2cc3cc(OC)ccc3[nH]c2=O)cc1
    4.4	3.4	21.5	-58.3	i	4.9	9.1	.	3.0	3.5
12) CC(=O)Nc1ccc(-c2nnc(SCc3ccc(C)cc3)n2C)cc1
    25.4	0.2	13.5	-18.0	i	9.4	-15.3	-0.2	9.4	2.8
13) Cc1cc(C)n2cc(CSC3=NCCS3)nc2n1
    -7.2	-24.6	25.9	12.1	i	-8.5	-0.1	-0.9	-0.5	-2.4
14) O=C(c1ccccc1Cc1ccccc1)N1CCN(S(=O)(=O)c2ccc(F)cc2)CC1
    25.4	-1.8	10.2	.	i	.	14.4	-1.1	11.5	.
15) COc1ccccc1NC(=O)CSc1nnc(CC(=O)Nc2ccccc2)n1C
    -4.8	1.2	34.3	-9.9	i	4.3	-10.3	0.1	-2.0	-0.9
16) O=c1[nH]c2ccc(Cl)cc2c(-c2ccccc2)c1SC(=S)N1CCOCC1
    -11.7	-2.0	-3.3	0.3	i	-5.3	31.3	.	3.7	-2.9
17) O=C(CSC(=S)N1CCCC1)Nc1ccc(Br)cc1Cl
    2.9	-2.9	10.9	.	i	.	0.5	-0.6	2.4	.
18) Cc1cc(-c2nn(C)c(=O)c3ccccc23)ccc1CNC(=O)NC1CCCCC1
    -2.4	1.0	21.2	6.4	i	-3.2	8.4	0.0	5.3	3.5
19) CC(CC(=O)Nc1cccc(Cl)c1)c1ccccc1 (stereo unspecified)
    1.2	1.7	-3.2	-0.1	i	6.1	7.0	0.9	4.1	-1.4
20) Cc1ccc(NC(=O)C(c2ccccc2)c2ccccc2)nc1
    -7.9	1.7	18.5	10.3	i	7.4	11.5	1.3	-0.7	3.5
21) CCN(Cc1nc(-c2ccccc2)no1)C(=O)COc1cccc(OC)c1
    4.8	2.8	26.6	-24.4	i	4.8	3.6	-2.5	-6.8	-2.8
22) CCOc1ccc(CCNC(=O)CCc2nnc3ccc(N4CCCCC4)nn23)cc1OCC
    -11.3	1.8	18.8	11.7	i	2.9	6.5	-1.0	-3.0	0.8
23) COc1ccc(CSc2nnc(CNS(C)(=O)=O)o2)cc1
    24.2	-3.2	24.8	-1.6	i	-0.1	-24.9	-4.9	0.2	6.2
24) CCOc1ccccc1NC(=O)c1nnn(-c2ccc3c(c2)OCCO3)c1N
    0.1	-25.7	14.1	-76.5	i	6.0	-23.0	0.9	-1.5	-1.0
25) COc1ccc(CNC(=O)Cn2nc(C(F)(F)F)c(Br)c2C)cc1
    12.9	.	.	-19.5	i	4.7	0.1	-0.6	-1.9	-0.2
26) CC(=O)Nc1ccc(NS(C)(=O)=O)cc1
    -13.3	0.3	15.1	-26.1	i	0.0	3.7	-3.7	-0.6	1.9
27) CCC(=O)NNc1nc2c(F)cc(F)cc2s1
    -1.7	2.7	4.8	-1.9	i	1.4	-13.4	-1.1	-3.9	-0.8
28) CCCCNC(=O)CCC(=O)Nc1ccc2nc(N3CCN(C)CC3)cc(C)c2c1
    1.4	-3.1	8.9	-33.5	i	-1.0	-19.8	-3.7	-5.4	0.8
29) CCOC(=O)C1(CCCc2ccccc2)CCN(Cc2nccn2CC)CC1
    3.5	-6.5	11.0	-63.6	i	8.1	-2.2	3.5	7.6	3.5
30) N/C(=N/O)c1nc(N2CCCC2)nc(N(c2ccccc2)c2ccccc2)n1
    -1.6	-1.9	39.2	-24.9	i	-5.8	23.7	1.0	-1.2	3.8

Continued; the last 4 above are carried over.
Screens in order: HSF-1 act	GSK3beta inhib	AI-2 QS modul	KLF5 inhibitor	PolyA inh	IEC-6 tox	aSyn UTR inh	GSK3A inh	HSF1 inhib	HSP90 inh
27) CCC(=O)NNc1nc2c(F)cc(F)cc2s1
    -1.7	2.7	4.8	-1.9	i	1.4	-13.4	-1.1	-3.9	-0.8
28) CCCCNC(=O)CCC(=O)Nc1ccc2nc(N3CCN(C)CC3)cc(C)c2c1
    1.4	-3.1	8.9	-33.5	i	-1.0	-19.8	-3.7	-5.4	0.8
29) CCOC(=O)C1(CCCc2ccccc2)CCN(Cc2nccn2CC)CC1
    3.5	-6.5	11.0	-63.6	i	8.1	-2.2	3.5	7.6	3.5
30) N/C(=N/O)c1nc(N2CCCC2)nc(N(c2ccccc2)c2ccccc2)n1
    -1.6	-1.9	39.2	-24.9	i	-5.8	23.7	1.0	-1.2	3.8
31) COc1cc(-c2nc3ccccn3c2/N=C/c2ccc(F)cc2)ccc1O
    -4.3	7.2	29.3	-29.1	i	-4.1	5.6	-0.4	-4.3	0.5
32) O=C(NCCCn1ccnc1)c1cc2nc(-c3ccc(Br)cc3)cc(C(F)(F)F)n2n1
    2.3	1.6	9.0	-4.2	i	-4.1	23.7	-3.5	-4.5	0.1
33) O=C(NCCCN1CCCC1=O)c1ccc(S(=O)(=O)Nc2ccccc2)cc1
    16.8	-22.0	11.6	.	i	.	3.0	0.7	4.7	.
34) O=C(C(Sc1ccccc1)c1ccc(Br)cc1)N1CCOCC1 (stereo unspecified)
    .	-2.1	34.2	-31.5	i	5.8	-3.0	-3.6	.	-0.6
35) CCOC(=O)C1(CCCc2ccccc2)CCN(Cc2cnn(C)c2)CC1
    -5.0	-3.0	-9.0	13.9	i	4.0	-18.9	-0.3	-3.6	1.6
36) Cc1c(NC(=O)CN2CCCc3ccccc32)c(=O)n(-c2ccccc2)n1C
    20.7	0.3	6.9	-26.1	i	-7.8	31.7	-1.1	1.5	-2.6
37) Cc1ccc(S(=O)(=O)N(CCCO)CC(O)CON=C2c3ccccc3-c3ccccc32)cc1 (stereo unspecified)
    20.2	1.6	3.8	-6.6	i	2.0	-14.6	-0.6	5.3	-6.1
38) CCOc1ccc(C2CC(c3cccc(OC)c3)Nc3ncnn32)cc1 (stereo unspecified)
    3.6	-3.3	26.8	.	i	.	-7.1	-1.5	8.6	.
39) O=C(CSc1nc2ccc([N+](=O)[O-])cc2s1)NCC1CCCO1 (stereo unspecified)
    -10.8	0.9	22.1	-7.6	i	-8.1	-0.4	0.2	-2.8	-3.2
40) CCOC(=O)c1ccc(N=c2sc(C(=O)OC)cc(=O)n2Cc2ccc3c(c2)OCO3)cc1
    15.5	-1.5	15.9	-41.8	i	-3.6	-10.3	-0.6	-3.7	-0.7
41) CC(=O)c1ccc(NS(=O)(=O)c2cccc(C)c2)cc1
    30.3	1.6	16.8	-64.8	i	2.2	-127.4	0.4	21.1	-2.2
42) Cc1cc(C)c(S(=O)(=O)c2cccc(Cl)c2)c(Cl)n1
    -8.0	1.0	18.6	-4.9	i	4.1	15.7	-3.1	-6.9	1.4
43) CC(Sc1ccc(S(=O)(=O)N2CCOCC2)cc1[N+](=O)[O-])C(=O)O (stereo unspecified)
    -19.0	5.4	30.1	-18.8	i	-5.5	-26.7	-2.1	-9.6	-0.8
44) N#Cc1c(NC(=O)Cn2c(=O)oc3ccccc32)oc(-c2ccccc2)c1-c1ccccc1
    3.7	-2.8	35.0	-4.9	i	-1.8	-7.6	0.1	2.6	-0.1
45) CCOCCCNC(=O)C(c1ccc(C)cc1)N(Cc1ccc2c(c1)OCO2)C(=O)c1cnccn1 (stereo unspecified)
    -2.9	3.2	11.2	14.1	i	3.7	-7.4	-0.2	-2.1	-1.9
46) Cc1c(C(=O)N(CC(C)C)c2c(N)n(Cc3ccccc3)c(=O)[nH]c2=O)sc2nc3n(c(=O)c12)CCC3
    -3.1	4.3	10.0	.	i	.	7.2	0.4	-1.8	.

These rows are one share of the data; the hit share may differ from the screen's.
